# Bioassay records: PubChem, Sanford-Burnham Center for Chemical Genomics
# GRIN3A LBD mod = NR3A (human) ligand-binding domain modulation; Tm shift relative to glycine control, % at 25 µM; NR3A LBD differential scanning fluorimetry, Tm shift; 0% = protein alone, 100% = glycine-bound protein; actives 2.5% (n = 340,000);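 active = melting temperature shift of at least 10% of the positive control shift, at one fixed dose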
# MPTP inh = inhibitors of mitochondrial permeability transition pore. inhibition, % at 10 µM. isolated mouse mitochondria, Ca2+ swelling absorbance, 30 min. AID 602449. actives 1.4% (n = 360,000);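 active = inhibition of 50% or more, scaled per plate between neutral and stimulator controls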;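 note: 0% = DMSO wells given calcium and 100% = 1 mM EGTA wells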
# ATG4B inh = blocks human ATG4B protease cleavage of LC3 substrate | AID 504462 | inhibition, % at 8.33 µM | Q9Y4P1 | actives 0.51% (n = 340,000) | ATG4B cleavage of LC3-PLA2, NBD-HPC fluorescence, 1 h; in the data active = inhibition above about 40%
# Target sequence (Q9Y4P1 whole entry, looked up): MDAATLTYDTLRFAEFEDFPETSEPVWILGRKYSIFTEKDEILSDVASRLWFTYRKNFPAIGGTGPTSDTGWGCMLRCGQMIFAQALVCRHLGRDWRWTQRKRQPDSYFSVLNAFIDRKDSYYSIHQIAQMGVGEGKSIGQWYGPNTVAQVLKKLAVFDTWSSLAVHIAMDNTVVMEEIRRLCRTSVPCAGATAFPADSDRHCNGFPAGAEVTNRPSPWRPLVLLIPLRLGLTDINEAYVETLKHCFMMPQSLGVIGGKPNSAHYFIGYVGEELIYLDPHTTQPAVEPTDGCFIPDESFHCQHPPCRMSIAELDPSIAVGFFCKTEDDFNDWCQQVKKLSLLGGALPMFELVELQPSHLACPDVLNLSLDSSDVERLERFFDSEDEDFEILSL
# PfGluPho inh = PfG6PD (Plasmodium falciparum) enzyme inhibition; PfGluPho enzyme, NADPH resazurin-diaphorase fluorescence; inhibition, % at 20 µM; actives 0.78% (n = 350,000); AID 504690;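 active = inhibition reaching at least a set limit at 20 µM in the primary screen, cut at about 59% in these data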;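 note: 0% = DMSO wells with substrate and 100% = DMSO wells lacking glucose-6-phosphate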
# SENP8 block = SENP8 (human) protease inhibition. Q96LD8. recombinant SENP8, Nedd8 substrate fluorescence. inhibition, % at 20 µM. actives 0.64% (n = 360,000). AID 602440; in the data active = inhibition mostly above about 40%, no sharp cut-off; inactive = mostly below about 27%
# SENP6 block = inhibitors of human SENP6 protease. Q9GZR1. inhibition, % at 10 µM. actives 1.8% (n = 330,000). Recombinant SENP6 catalytic domain, aminoluciferin luminescence;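 active = inhibition above about 50% at the single tested dose, limit read from the data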;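 note: plate controls were DMSO wells with enzyme for no effect and DMSO wells lacking enzyme for full effect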
# Target sequence (Q9GZR1 628-1112 limits assumed): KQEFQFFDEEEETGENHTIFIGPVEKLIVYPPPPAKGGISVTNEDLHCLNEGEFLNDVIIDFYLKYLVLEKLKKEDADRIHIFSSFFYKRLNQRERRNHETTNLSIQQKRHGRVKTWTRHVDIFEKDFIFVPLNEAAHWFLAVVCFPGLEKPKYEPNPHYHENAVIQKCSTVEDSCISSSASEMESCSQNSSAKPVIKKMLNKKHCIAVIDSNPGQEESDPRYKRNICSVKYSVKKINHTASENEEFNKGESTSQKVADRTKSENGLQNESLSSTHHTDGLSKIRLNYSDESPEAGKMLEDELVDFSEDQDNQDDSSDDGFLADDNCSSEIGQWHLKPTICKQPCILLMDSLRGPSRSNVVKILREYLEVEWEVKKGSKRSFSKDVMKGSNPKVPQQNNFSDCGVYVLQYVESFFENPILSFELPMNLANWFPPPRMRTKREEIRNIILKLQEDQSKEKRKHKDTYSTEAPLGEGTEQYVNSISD
# SENP1 FRET inh = inhibitors of human SENP1 SUMO protease catalytic domain | Q9P0U3 | recombinant SENP1 catalytic domain, CyPet-SUMO1-YPet FRET cleavage | inhibition, % at 10 µM | actives 0.21% (n = 360,000) | AID 624204;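 active = inhibition at least 30% at 10 µM, raw YFP signal under a set limit, fluorescence ratio 0.5 to 1.5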;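 note: 0% = enzyme with DMSO and 100% = no enzyme wells; some results filed as inactive read as strong as hits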
#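 Test system: hSENP1 catalytic domain, recombinant; Amount: 20 pM final SENP1 enzyme; Medium: Tris pH 8 buffer plus EDTA, NaCl, BME, BSA, NP40, catalase; Schedule: 50 min enzyme reaction, room temperature, light-protected; Technique: FRET fluorescence in CFP and YFP emission channels; Controls: no-enzyme wells low, DMSO-plus-enzyme wells high control.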
# hIAP activ = human IAP activation; P09923; purified human IAP, CDP-Star luminescence, 30 min; active compounds read high; 1 = vehicle-only enzyme, 0 = enzyme-free background; activation factor at 10 µM; actives 0.16% (n = 330,000);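 active = activation factor of the enzyme at least 2-fold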; note: the source names both 10 and 20 µM as test concentration; values of inactives mirror those of a sister screen read the other way
# The depositor's hits bear a star; · = no result given.
SMILES,GRIN3A LBD mod,MPTP inh,ATG4B inh,PfGluPho inh,SENP8 block,SENP6 block,SENP1 FRET inh,hIAP activ
CC(=O)N1CCCC1(C(=O)O)c1ccccc1 (configuration not stated),-1,0.7,7,-5,12,4,2,0.8
CCCN(C)C[C@@H]1OCc2cnnn2CCCC(=O)N([C@H](C)CO)C[C@H]1C,·,-0.9,·,12,4,·,0,·
CCC(C)(C)n1nnnc1C(c1cc2cccc(C)c2[nH]c1=O)N1CCN(C(=O)c2ccco2)CC1 (configuration not stated),0,-0.8,-11,1,-16,16,1,0.98
O=C(CCN1C(=O)C2CCCCC2C1=O)Nc1ccc(F)c(F)c1F (configuration not stated),-1,-0.8,7,-2,14,10,2,0.97
CCn1cc(C2C(C(=O)Nc3ccc(Br)cn3)=C(C)NC3=C2C(=O)CCC3)c(C)n1 (configuration not stated),-1,5.0,16,-12,-387,8,-104,1.1
Cc1ccc(S(=O)(=O)N2CCOCC2)cc1NC(=O)CSc1nnc2n1CCCCC2,0,0.3,-13,13,2,15,2,1.2
O=C(CSc1ncn[nH]1)NCCc1ccc(Cl)cc1,0,0.6,-9,-4,-6,2,1,0.99
CN(Cc1cccnc1)Cc1cn(C)nc1-c1cccc(Cl)c1,-2,1.2,10,-6,30,-13,1,1.1
COC(=O)c1ccccc1NC(=O)Nc1ccc(C)cn1,0,-0.2,-6,7,-25,0,3,1
COc1ccc(-c2cn3cccnc3n2)cc1F,0,0.8,22,7,-384,16,-2,0.78
COC(=O)c1ccc(C)c(NC(=O)c2ccc(Cl)c([N+](=O)[O-])c2)c1,-3,-0.1,-8,7,0,8,1,0.85
Cc1ccc2cc(CN(Cc3ccco3)C(=S)NCC3CCCO3)c(=O)[nH]c2c1 (configuration not stated),-2,-0.7,-9,25,-12,-5,0,1.2
O=C(NNc1ncc(C(F)(F)F)cc1Cl)c1ccc(Cl)c(Cl)c1,0,3.4,-7,2,5,-1,3,1
CN(C)S(=O)(=O)c1ccc(N2CCCC2)c(C(=O)Nc2ccccc2F)c1,1,-3.1,-7,4,-2,-12,1,1
CCN(CC)c1cnn(C/C(=N\OC)c2ccc(Cl)cc2)c(=O)c1Br,-3,-2.5,23,3,24,-10,3,1
CC(C)CNC(=O)COC(=O)c1cccc(S(=O)(=O)NCC(F)(F)F)c1,-1,0.0,-7,-2,19,-2,-1,1
COCC(=O)Nc1ccc(S(=O)(=O)Nc2ccccn2)cc1,0,-2.0,3,5,-47,-22,2,0.92
CCC1CSC(Nc2ccc(C(=O)/C=C/c3cccc(C)c3)cc2)=N1 (configuration not stated),-1,12,5,-9,-109,54*,-2,0.98
O=C(Cc1ccccc1F)c1ccc(O)cc1O,1,-1.7,-11,-16,11,-21,1,0.91
O=C(O)c1ccc2c(c1)C(=O)N(NC(=O)c1ccc(O)cc1)C2=O,0,-1.4,-4,-2,22,-2,2,1

# Compound profiles, from the list above. Screens in order: GRIN3A LBD mod	MPTP inh	ATG4B inh	PfGluPho inh	SENP8 block	SENP6 block	SENP1 FRET inh	hIAP activ
# Shown for COc1ccc(-c2cn3cccnc3n2)cc1F → 0	0.8	22	7	-384	16	-2	0.78
# Shown for CCN(CC)c1cnn(C/C(=N\OC)c2ccc(Cl)cc2)c(=O)c1Br → -3	-2.5	23	3	24	-10	3	1
# Shown for COC(=O)c1ccccc1NC(=O)Nc1ccc(C)cn1 → 0	-0.2	-6	7	-25	0	3	1
# Shown for CCCN(C)C[C@@H]1OCc2cnnn2CCCC(=O)N([C@H](C)CO)C[C@H]1C → ·	-0.9	·	12	4	·	0	·

# Going on with the list:
SMILES,GRIN3A LBD mod,MPTP inh,ATG4B inh,PfGluPho inh,SENP8 block,SENP6 block,SENP1 FRET inh,hIAP activ
O=[N+]([O-])c1ccccc1Oc1ccc(S(=O)(=O)N2CCOCC2)cc1,4,0.4,-7,-1,10,-3,2,0.86
COc1ccc(/C=N/NC(=O)CN(C2=NS(=O)(=O)c3ccccc32)c2ccccc2)cc1,6,2.6,-4,-11,-1,-9,2,0.98
c1ccc(-c2nnc(OCc3cccnc3)c3ccccc23)cc1,-1,-1.0,-3,30,8,-18,-2,1
O=C(Nc1ccc(Cl)cc1)N1CCOC12CCC1(CC2)OCCO1,1,-3.1,-9,1,6,1,2,0.99
CCOC(=O)c1c(CN2CCN(CC#N)CC2)n(C)c2cc(Br)c(OC)cc12,1,0.7,0,6,12,-20,1,1.1
COc1ccc(/C=C2\SC(c3ccc(C)cc3)=NC2=O)cc1OC,·,-1.2,-9,56,-32,-24,-20,0.91
CN(CCOc1ccccc1)CC(=O)Nc1cc([N+](=O)[O-])ccc1Cl,1,-2.9,4,15,8,6,-4,0.91
COc1cccc(-c2cc3nc(C)cc(N4CCN(C(=O)c5ccoc5)CC4)n3n2)c1,·,0.1,·,16,-257,·,2,·
O=C(NCc1cccnc1)c1ccc(NC(=O)c2ccc([N+](=O)[O-])cc2)cc1,2,-1.1,2,7,10,14,1,1.1
O=C(NCc1ccccc1OC(F)(F)F)C1CCC(=O)N(CCCN2CCOCC2)C1 (configuration not stated),·,0.4,·,1,0,·,2,·
COc1ccc(C)cc1NS(=O)(=O)c1ccc(NC(=O)CN(c2cc([N+](=O)[O-])ccc2C)S(C)(=O)=O)cc1,20*,-1.0,-10,-9,14,-16,2,0.79
CN(C)C(=O)c1cc([N+](=O)[O-])ccc1O,-10,0.6,1,-18,19,-20,3,0.85
COC(=O)N/N=C/c1cccs1,-2,-0.1,-6,-4,10,-39,-1,1
Cc1cccc(OCC(=O)NC(=S)Nc2ccc(S(=O)(=O)NC3CCCCC3)cc2)c1,3,1.1,1,19,14,-1,0,0.97
COC(=O)c1c(C(=O)OC)c2n(c1C)Cc1ccccc1C2,-4,3.8,2,-14,-8,0,3,0.92
CC(C)CN(C(=O)COC(=O)Cc1c[nH]c2ccccc12)c1c(N)n(Cc2ccccc2)c(=O)[nH]c1=O,-2,-1.0,-3,-12,-7,-8,1,1.1
CN=C(Nc1cccc(S(=O)(=O)N2CCOCC2)c1)c1ccccc1,-2,0.6,-3,2,10,4,0,0.96
COc1ccc(C(=O)N2CCCN(C)CC2)c(OC)c1,2,0.4,-3,-15,24,3,-2,1
O=C1Nc2ccc(Br)cc2/C1=N\N=C\C1=C(N2CCOCC2)C(=C/c2ccccc2)/CC1,-1,13,1,40,18,·,5,·
COC(=O)[C@]1(S(=O)(=O)c2ccccc2)C[C@@H]2ON=C(c3ccc(OC)cc3)[C@@H]2C1,-3,1.0,3,-4,16,4,0,0.97

# Filtered by structure: the compounds so far with an aryl thioether with sulfur outside any ring (2)
SMILES,GRIN3A LBD mod,MPTP inh,ATG4B inh,PfGluPho inh,SENP8 block,SENP6 block,SENP1 FRET inh,hIAP activ
Cc1ccc(S(=O)(=O)N2CCOCC2)cc1NC(=O)CSc1nnc2n1CCCCC2,0,0.3,-13,13,2,15,2,1.2
O=C(CSc1ncn[nH]1)NCCc1ccc(Cl)cc1,0,0.6,-9,-4,-6,2,1,0.99

# Additional entries follow.
SMILES,GRIN3A LBD mod,MPTP inh,ATG4B inh,PfGluPho inh,SENP8 block,SENP6 block,SENP1 FRET inh,hIAP activ
Cc1ccc(-n2c(C)nnc2SCC(=O)Nc2ccccc2)cc1,3,-3.5,-6,6,5,-17,-1,0.93
COC(=O)C(C(=O)OC)C1C=CCN(C(C)=O)C1 (configuration not stated),0,0.4,·,-22,0,·,-2,·
Cc1c(C(=O)N2CCOCC2)c(S(=O)(=O)Nc2ccccc2F)c(C)n1C,0,1.4,9,-12,-1,3,-2,1
COCCCNCCCOc1ccc(C)cc1Br,-9,2.3,-5,2,4,-12,1,0.93
O=C(CNC(=O)c1cccnc1)N/N=C/c1ccc(O)cc1O,·,0.2,-1,-23,-4,-8,-2,1.7
CSCC[C@H](NC(=O)OC(C)(C)C)c1nnc(SCC(N)=O)o1,1,-0.2,-8,-22,16,-7,3,1
COc1ccccc1C(=O)CN1C(=O)NC2(CCCc3ccccc32)C1=O (configuration not stated),0,0.3,-2,-4,18,16,3,0.9
O=C(NCc1cccs1)c1cccc(Nc2nc3ccc(Br)cc3[nH]2)c1,11*,40,29,17,-10,-12,-2,1.1
N#Cc1c(F)cccc1N1CCN(Cc2ccc3c(c2)OCO3)CC1,3,0.8,31,-8,-8,-6,0,1.1
CCOC(=O)c1c(C)oc2c1c(C(c1ccccc1)N1CCOCC1)c(O)c1ccccc12 (configuration not stated),1,4.0,-13,16,-12,-2,2,0.97
O=C(O)CN(Cc1ccco1)S(=O)(=O)c1ccccc1,-2,-1.5,1,-26,32,11,1,0.94
Cc1cc(-c2nnc(SCC(=O)Nc3ccccn3)o2)no1,1,0.6,-5,-6,-18,3,1,1.2
CCCCOc1ccc(S(=O)(=O)n2c(C)nc3ccccc32)cc1,-2,0.7,15,-15,-44,5,0,1
Cc1ccc(S(=O)(=O)N2CC(=O)Nc3ccccc32)cc1C,2,0.9,3,2,15,-11,1,0.99
Cc1cnc(C(=O)OCC(=O)NC2CCCCCC2)cn1,-1,9.2,-6,7,-3,-29,-3,1.1
COc1cccc(C2SCC(=O)N2c2ccc(Br)cc2)c1OC (configuration not stated),-4,4.4,5,3,12,-10,1,1.1
O=C(COc1ccccc1)N1N=C(c2cccnc2)CC1(O)C(F)(F)F (configuration not stated),0,0.6,-9,2,16,2,1,1
CCCn1c(CN2CCN(C)CC2)nc2ccccc21,-1,-0.8,7,-5,7,-9,-2,1.1
CCOc1ccc(CCNC(=O)C2CC=CCC2C(=O)OC(C)C)cc1OCC (configuration not stated),1,1.1,0,4,14,-3,0,1.1
COc1cc(C(=O)OCCCN2CCOCC2)cc(OC)c1OC,·,-1.0,·,11,18,·,2,·
Cn1c(=N)n(CC(=O)c2ccc(Br)cc2)c2ccccc21,2,-0.1,-6,29,14,31,2,0.86

# Part of the list above, with each value named:
> N#Cc1c(F)cccc1N1CCN(Cc2ccc3c(c2)OCO3)CC1
  GRIN3A LBD mod = 3
  MPTP inh = 0.8
  ATG4B inh = 31
  PfGluPho inh = -8
  SENP8 block = -8
  SENP6 block = -6
  SENP1 FRET inh = 0
  hIAP activ = 1.1

> CCOC(=O)c1c(C)oc2c1c(C(c1ccccc1)N1CCOCC1)c(O)c1ccccc12 (configuration not stated)
  GRIN3A LBD mod = 1
  MPTP inh = 4.0
  ATG4B inh = -13
  PfGluPho inh = 16
  SENP8 block = -12
  SENP6 block = -2
  SENP1 FRET inh = 2
  hIAP activ = 0.97

> O=C(O)CN(Cc1ccco1)S(=O)(=O)c1ccccc1
  GRIN3A LBD mod = -2
  MPTP inh = -1.5
  ATG4B inh = 1
  PfGluPho inh = -26
  SENP8 block = 32
  SENP6 block = 11
  SENP1 FRET inh = 1
  hIAP activ = 0.94
